FLuc inh: inhibitors of firefly luciferase; purified firefly luciferase, luminescence, 8 min; Potency, µM (doses to about 57.1 µM), inactives show top-dose activity change, negative = inhibition, usual class: inhibitors; hit rate 2.2% among 72,000; further: potency means the concentration at half of the fitted maximal effect; on the % scale 0 is the no-effect control and ±100 the full control effect; nearly all actives have a fitted effect of over 40% in size
Target sequence (P08659 whole entry, looked up): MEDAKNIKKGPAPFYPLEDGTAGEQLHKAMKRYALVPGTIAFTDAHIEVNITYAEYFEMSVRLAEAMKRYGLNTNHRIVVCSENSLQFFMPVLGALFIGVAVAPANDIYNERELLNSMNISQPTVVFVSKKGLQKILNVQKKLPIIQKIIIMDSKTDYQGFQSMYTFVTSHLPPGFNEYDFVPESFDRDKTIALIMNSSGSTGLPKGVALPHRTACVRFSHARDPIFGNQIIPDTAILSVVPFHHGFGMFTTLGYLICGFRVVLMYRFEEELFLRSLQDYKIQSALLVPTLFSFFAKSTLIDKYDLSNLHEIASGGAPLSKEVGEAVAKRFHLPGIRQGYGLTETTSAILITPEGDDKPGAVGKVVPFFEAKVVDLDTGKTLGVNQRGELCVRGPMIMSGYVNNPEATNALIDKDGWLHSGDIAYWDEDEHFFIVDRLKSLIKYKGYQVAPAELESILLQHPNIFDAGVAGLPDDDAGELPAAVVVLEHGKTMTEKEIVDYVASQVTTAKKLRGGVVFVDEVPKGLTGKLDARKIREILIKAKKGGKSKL
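Titration-based qHTS; buffer 50 mM imidazole pH 7.2, 50 mM KCl, 7 mM MgCl2, 10 uM ATP, 0.01% Tween 20, 0.05% BSA; luciferase/luciferin detector mix added after compound; 8 min, ambient; luminescence.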
GFP derepression: epigenetic modulators derepressing GFP locus in mouse cells. AID 597. hit rate 0.09% among 68,000. mouse C127i GFP locus derepression, cytometry, 30 h. Potency, µM (titrated, usually from 46.1 µM), without a hit: top-dose GFP derepression (activation); further: % of control where 0% means no effect
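Murine C127i mammary cells carrying a silenced, stably integrated CMV-driven GFP reporter were treated with compound for 30 hours at 37 C. After PBS washes, GFP-positive cells were counted by laser-scanning microplate cytometry.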
ERK AVP block: blocks ERK signaling stimulated by vasopressin. Potency, µM (series often up to 57.5 µM), for inactives: at the top dose activity, negative = inhibition, hits mostly inhibitors. AID 995. HEK293-V1b, vasopressin-stimulated pERK AlphaScreen. hit rate 0.99% among 72,000; further: potency means the concentration at half of the fitted maximal effect; on the % scale 0 is the no-effect control and ±100 the full control effect; nearly all actives have a fitted effect of over 55% in size
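V1b-HEK293 cells; cpd 30 min 37C; 25 nM vasopressin 5 min; lyse 10 min; AlphaScreen beads 5 hr RT. Normalized to DMSO basal and 25 nM vasopressin; AC50 by Hill fit.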
Tau filament bind: binds recombinant human tau filaments; recombinant tau filaments, thioflavin S fluorescence, 15 h; filaments grown with octadecylsulfate alongside compound; Potency, µM (top dose mostly 57.1 µM), inactives show top-dose activity change, negative = inhibition; hit rate 2% among 71,000;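 further: potency means the concentration at half of the fitted maximal effect; on the % scale 0 is the no-effect control and ±100 the full control effect; actives lower thioflavin S fluorescence by blocking filaments or displacing dye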
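Recombinant tau protein (human, 1 uM final) plus 30 uM ODS in HEPES pH 7.4 with NaCl, DTT and thioflavine S. Compound present from the start; fluorescence at 510 nm after 15 h, 37 C.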
ALOX15 inhib: 15-hLO (ALOX15) enzyme inhibition | P16050 | purified 15hLO-1, xylenol orange hydroperoxide absorbance | Potency, µM (series often up to 57.1 µM), for the others: at the top dose activity change, negative = inhibition, most hits filed as inhibitors | hit rate 1.4% among 74,000 | AID 887; further: potency means the concentration at half of the fitted maximal effect; on the % scale 0 is the no-effect control and ±100 the full control effect; nearly all actives have a fitted effect of over 55% in size
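Quantitative HTS in 25 mM Hepes pH 7.5 containing 0.01% Triton X-100: human 15hLO-1 at 40 nM, arachidonic acid at 50 uM, 6 min turnover. Product quantified via ferrous oxidation/xylenol orange, 573:405 nm absorbance ratio.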
UbGFP stabilizer: proteasome inhibitors stabilizing ubiquitin-GFP reporter. Ubiquitin-GFP reporter cells, proteasome inhibition, GFP fluorescence; response scale: untreated = 0%, 10 µM MG-132 = 100%. Potency, µM (top dose mostly 45.9 µM), without a hit: top-dose activation (GFP accumulation), usual class: activators. 67,000 tested, under 10 active; active means well fitted activation curve with a large enough effect, not every such curve was filed as active; inconclusive means small, poorly fitted or top-dose-only effect, or another doubt; inactive means no such curve, though single readings can be large or run the other way; further: potency means the concentration at half of the fitted maximal effect
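GFP accumulation read-out: laser plate cytometry counting ubiquitin(G76V)-GFP-expressing U2OS cells after 4 hr compound exposure at 37 °C. Titrations spanned 46 uM to 2.9 nM; 0% = basal, 100% = 10 uM MG-132; concentration-response curves fitted.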
Pol III holo inh: DNA polymerase III holoenzyme inhibition. reconstituted DNA polymerase III holoenzyme replication, biochemical. Potency, µM (highest dose often 57.1 µM), without a hit: at the top dose activity change, negative = inhibition. hit rate 0.25% among 71,000; further: potency means the concentration at half of the fitted maximal effect; on the % scale 0 is the no-effect control and ±100 the full control effect
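Reconstituted *E. coli* holoenzyme (0.35 nM Pol III, 1 nM beta, 154 nM SSB, 2 nM primase) was preincubated with compound for 15 min at RT. Synthesis on 1.4 nM ssM13Gori ran 35 min, then was stopped with PicoGreen/EDTA and read as dsDNA fluorescence.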
HBB splicing: modulators of hemoglobin beta chain splicing. HBB splicing reporter cell assay, activation; EGFP reporter with mutant IVS2-654 intron; response scale: normalised to 500 nM splice-correcting PNA. Potency, µM (doses to about 46.1 µM), without a hit: at the highest dose activation, most hits filed as activators. hit rate 0.06% among 65,000. AID 925; further: potency means the concentration at half of the fitted maximal effect; 0% is about no effect
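Compounds were applied for 2 days to HeLa EGFP-654 cells, 500/well in Optimem with 2% FCS. The reporter's EGFP is disrupted by mis-splicing of beta-globin intron IVS2-654. Readout: summed well GFP fluorescence from 488 nm laser scanning; reference was 500 nM antisense […] 654 PNA.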
Hsp90 Hop PPI: changes Hsp90-Hop TPR2A binding signal, up or down; AlphaScreen TPR2A-His6 binding biotin-Hsp90 C-terminal peptide; Potency, µM (top dose mostly 57 µM), for inactives: top-dose activity change, negative = inhibition; hit rate 0.44% among 71,000; AID 595; active means well fitted curve in either direction with a large enough effect; inconclusive means small, poorly fitted or top-dose-only effect, or another doubt; further: potency means the concentration at half of the fitted maximal effect; on the % scale 0 is the no-effect control and ±100 the full control effect; many of its hits are not listed in these tables
CRE-bla Fsk: modulators of forskolin-stimulated CRE signaling in CHO cells | hit rate 2.5% among 71,000 | Potency, µM (top dose mostly 38.2 µM), inactives show at the top dose activity change, negative = inhibition, most hits filed as activators | CHO CRE-bla reporter (cAMP response element driving beta-lactamase), forskolin EC10, beta-lactamase ratio; active means well fitted activation curve with a large enough effect in the signal ratio, with a control signal flat, not every such curve was filed as active; inconclusive means small, poorly fitted or top-dose-only effect, or effect the other way, or a change in a side signal; the % refers to the signal ratio; further: potency means the concentration at half of the fitted maximal effect; % of control where 0% means no effect
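Using CellSensor CRE-bla CHO cells in Opti-MEM with 0.5% dialyzed FBS, compounds were titrated with EC10 NKH 477 for 3 h at 37 °C. CCF4 ratio (460/530 nm) gave %Activity; AC50 derived.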
HADH2 inh: blocks human hydroxyacyl-CoA dehydrogenase type II; hit rate 3.4% among 73,000; recombinant HADH2, NADH fluorescence, beta-hydroxybutyryl-CoA; Q99714; Potency, µM (doses to about 57.1 µM), for the others: at the top dose activity change, negative = inhibition, hits mostly inhibitors; further: potency means the concentration at half of the fitted maximal effect; on the % scale 0 is the no-effect control and ±100 the full control effect; nearly all actives have a fitted effect of over 60% in size; many of its hits are not listed in these tables
Target sequence (Q99714 whole entry, looked up, one chain of several): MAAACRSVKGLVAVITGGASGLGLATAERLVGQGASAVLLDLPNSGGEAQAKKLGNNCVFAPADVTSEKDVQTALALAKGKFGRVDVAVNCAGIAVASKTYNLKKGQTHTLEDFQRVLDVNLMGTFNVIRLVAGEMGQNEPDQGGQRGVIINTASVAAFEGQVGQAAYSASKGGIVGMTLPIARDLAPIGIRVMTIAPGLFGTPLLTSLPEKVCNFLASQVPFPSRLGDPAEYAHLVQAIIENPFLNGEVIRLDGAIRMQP
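20 nM HADH2 + cpd, 15 min RT; add 1 mM NAD+/90 uM beta-hydroxybutyryl-CoA; kinetic fluorescence 360/450 nm, 4 min. Tris-HCl pH 9.0, 0.01% Tween-20.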
* = called active by the depositor; ? = inconclusive; / = no result given; & = joins results of further samples; [ ] = another dose, or the depositor's remark. Unless noted, the call rests on the fitted dose curve; in most records, active means well fitted curve in the direction sought with a large enough effect; inconclusive means small, poorly fitted or top-dose-only effect, or another doubt; inactive means no such curve, though single readings can be large; an effect the other way counts as inactive or inconclusive. An excerpt, so the mix of outcomes need not match the whole.

Structure | FLuc inh | GFP derepression | ERK AVP block | Tau filament bind | ALOX15 inhib | UbGFP stabilizer | Pol III holo inh | HBB splicing | Hsp90 Hop PPI | CRE-bla Fsk | HADH2 inh
COc1c2ccoc2cc2oc(=O)ccc12 | 0%[11.4 µM] | -5%[9.22 µM] | 21% | 12%&3% | 6% | -11% | -8%&-8% | -1.1% | 1%&0% | ? | 0%&1%
CCCOc1ccc(N2CC(C(=O)Nc3ccccc3C(=O)NCc3ccco3)CC2=O)cc1 (centres undefined) | 5% | 0% | -9% | 9% | -2% | 1% | -2% | 6.5% | -8% | -6% | 10%
Nc1cc(C(=O)OCC(=O)NCc2ccco2)ccc1Cl | -16% | -3% | -2% | -8% | -7% | -3% | -3% | -1.9% | -3% | -13% | 3%
COc1cccc(Cn2c(=O)c(-c3cccc(C#N)c3)nc3cnc(N4CCN(C)CC4)nc32)c1 | 1%[11.4 µM] | 0%[9.22 µM] | 37% | 3.2µM* | -7% | 7% | -2% | 2.1% | -1% | ? | 16%
CCCn1c(=O)c2ccccc2n2c(SCc3cc(=O)n4ccsc4n3)nnc12 | 0% | 4% | -22% | 2% | 1% | -1% | -5% | -0.3%[57.5 µM] | -2% | 6% | -9%
CC(C)C(=O)Nc1cc(C(F)(F)F)ccc1N1CCOCC1 | 2% | 3% | -18% | -11% | -3% | -7% | 0% | 1.2% | -4% | ? | 5%
Cc1ccccc1NC(=O)C1CCCN1C(=O)NC1CCCCC1 (centres undefined) | 4% | -6% | 1% | 2% | 13% | 1% | -4% | / | -4% | -2% | 6%
COc1ccc(-c2nc(C3CCCCC3)no2)cc1OC | -10% | -2% | 27% | -7% | -24% | 2% | -22% | 0.1% | ? | ? | -25%
Cc1cccc(N2C(=O)CC(N3CCOCC3)C2=O)c1 (centres undefined) | -7% | 0% | -9% | 14% | 3% | 12% | -9% | -2.7% | 2% | 2% | -5%
CC(C)c1ccc2oc(=O)cc(CN3CCN(c4ccccc4)CC3)c2c1 | 4% | 4% | -2% | -20% | -11% | 2% | -5% | -1.1%[57.5 µM] | -1% | ? | 10%
N=c1n(CCO)c2ccccc2n1CCOc1ccccc1 | 3% | -2% | -24% | 3% | 8% | -6% | -4% | -0.1%[57.5 µM] | -2% | -4% | 14%
CCS(=O)(=O)c1ccc(NC(=O)c2ccccc2Cl)c(O)c1 | -2% | 1% | -1% | -2% | -2% | -3% | -7% | / | -2% | -6% | -7%
O=C(c1cc2cc(Cl)cc(Cl)c2oc1=O)N1CCOCC1 | 4% | 5% | 5% | -2% | 0% | -1% | -6% | -0.1%[57.5 µM] | -1% | 3% | -1%
CN(C)c1ncc2ncc(=O)n(CCC#N)c2n1 | 1%[11.4 µM] | -3%[9.22 µM] | -22% | 15% | -1% | 13% | -10% | -0.4% | -7% | ? | -13%
Cc1cc(N2CCOCC2)nc(NCc2ccccc2)n1 | 1% | 6% | -5% | -9%[11.4 µM] | -2%[11.4 µM] | -9%[9.17 µM] | -1%[11.4 µM] | -2.0%[0.0738 µM] | -4%[11 µM] | ? | 0%[11.4 µM]
O=C(O)Cc1ccc(-c2ccccc2)cc1 | 2%&-2%[25.5 µM] | -2%&2%[20.6 µM] | -7%[25.7 µM] | 1%[25.6 µM] | 8%[25.6 µM] | -6%[20.5 µM] | 0%[25.6 µM] | -1.1%[20.6 µM] | 1%[26 µM] | -14%[17.1 µM] | -4%[25.6 µM]
COc1cccc(Nc2nc(N)nc(C(F)(F)F)n2)c1 | -9% | -2% | -20% | 3% | -27% | / | -1% | 4.0%[0.369 µM] | 0% | ? | -17%
O=C(CCC(=O)N(CC(=O)NC1CCCCC1)c1ccc2c(c1)OCO2)Nc1ccccn1 | 1% | -2% | -11% | -24% | 14% | -3% | -5% | 0.1%[57.5 µM] | -8% | 7% | 9%
COc1cc(CC(=O)Nc2sccc2C(N)=O)cc(OC)c1OC | -1% | 1% | -17% | 2% | -4% | -4% | -5% | -1.4% | -1% | ? | -8%
CCOC(=O)c1c(NC(=O)Cc2cccs2)sc2c1CCCC2 | 1% | 2% | 9% | 16% | -18% | 15% | -2% | -2.5% | 21% | ? | ?
COc1ccc(N(CC(=O)NCc2ccco2)S(C)(=O)=O)cc1 | 1% | -2% | -8% | 1% | 11% | 0% | -6% | -0.2% | -3% | -12% | 0%
CC1(C(=O)NCC2CC2)C=CC2(CCCCC2)N1C(=O)c1ccccc1 (centres undefined) | / | / | 0% | 0% | 0% | / | 3% | 0.3% | -3% | -2% | 10%
CCOc1ccc(Cl)cc1/C=N/O | 0% | 1% | -27% | 5% | -8% | -6% | 2% | 0.5% | 3% | 15% | -1%
COc1ccc(OC)c(NC(=O)C2CCN(S(=O)(=O)c3cccs3)CC2)c1 | 1% | 0% | -15% | 26% | -4% | 1% | -1% | 0.3% | -1% | -1% | 7%
Cc1ccccc1-n1nnnc1SCC(N)=O | -34% | 7% | 5% | -10% | 1% | -1% | 2% | -0.5% | -1% | ? | -2%
CCOC(=O)C1=C(C)N=C2SC(C)C(=O)N2C1c1ccc(OC(C)=O)c(OCC)c1 (centres undefined) | 0% | 4% | -17% | 2% | 0% | 1% | 0% | -1.2% | -4% | 19% | -1%
CC(=O)c1cccc(NC(=O)c2ccco2)c1 | 1% | 0% | 20% | -2% | -2% | 3% | -4% | -0.4%[57.5 µM] | 2% | -2% | 6%
COc1ccc(N(CC(=O)NCCSc2ccccn2)S(C)(=O)=O)cc1Cl | 0% | 0% | 0% | ? | 0% | -2% | -10% | -0.2%[9.22 µM] | -4% | ? | 4%
COc1ccc(OCc2cccc(C(=O)N3CCCC3)c2)cc1 | 25µM* | 9% | 6% | 4% | 4% | -2% | -5% | -0.4%[57.5 µM] | -2% | 9% | 1%
O=C(c1cc2n(n1)C(C(F)(F)F)CC(c1ccco1)N2)N1CCN(c2ccccn2)CC1 (centres undefined) | 2% | 0% | -14% | 2% | -1% | 5% | -6% | / | -11% | -2% | 1%
O=C(Nc1ccc(C(=O)N2CCCC2)cc1)c1ccccc1F | -8% | -2% | -9% | 6% | 7% | -3% | -5% | -0.6% | -1% | 3% | 12%
COc1ccccc1-c1nnc(SCC(=O)OC(C)C)o1 | -5% | -3% | 6% | -2% | 1% | -1% | -4% | -0.7% | -3% | 2% | -22%
CC(=O)CC1OC(=O)C(Br)=C1NCc1ccccc1 (centres undefined) | 2% | 13µM* | 4% | -1% | -2% | -3% | -7% | 5.7% | -5% | ? | ?

One compound at a time, as listed above. Order of values: FLuc inh, GFP derepression, ERK AVP block, Tau filament bind, ALOX15 inhib, UbGFP stabilizer, Pol III holo inh, HBB splicing, Hsp90 Hop PPI, CRE-bla Fsk, HADH2 inh
CC(=O)c1cccc(NC(=O)c2ccco2)c1 is listed as 1%, 0%, 20%, -2%, -2%, 3%, -4%, -0.4%[57.5 µM], 2%, -2%, 6%
O=C(c1cc2n(n1)C(C(F)(F)F)CC(c1ccco1)N2)N1CCN(c2ccccn2)CC1 (centres undefined) is listed as 2%, 0%, -14%, 2%, -1%, 5%, -6%, /, -11%, -2%, 1%
